Assay outcomes deposited in PubChem BioAssay by several laboratories.
West Nile virus CPE: inhibition of WNV-induced cytopathic effect – cell-based, CPE readout (AID 1621) | West Nile virus-infected cells, CPE inhibition; higher % means a stronger effect | CPE inhibition, % at 10 µM, or IC50 in µM where a hit was titrated | actives 0.02% (n = 290,000); in the data active = a potency from the dose series; note: strong numbers were not always called active
Large T inhibition: TAg ATPase/helicase activity blockers – biochemical (AID 1903). SV40 large T antigen ATPase/helicase inhibition assay; higher % means a stronger effect. inhibition, % at 20 µM; hits with a dose series show IC50 in µM. actives 0.39% (n = 310,000); in the data active = a potency from the dose series; note: strong numbers were not always called active
Salmonella PhoP GFP: PhoP-dependent GFP reporter repression – Salmonella Typhimurium, primary screen (AID 1863); S. Typhimurium PhoP-regulated promoter GFP reporter, 4 h; higher % means a stronger effect; actives 0.16% (n = 300,000); inhibition, % at 50 µM; hits with a dose series show IC50 in µM;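 active = inhibition over 29.93%, a cutoff 3 SD above the screen mean, later confirmed by dose response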;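 note: 0% = low Mg2+ inducing control and 100% = high Mg2+ repressing control; strong numbers were not always called active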
GPR35 antagonists: inhibition of zaprinast-stimulated GPR35 beta-arrestin translocation – imaging, U2OS, beta-arrestin-GFP, zaprinast agonist, primary screen (AID 2058) | U2OS GPR35 beta-arrestin-GFP translocation imaging, zaprinast antagonism; higher % means a stronger effect | one-dose inhibition, % at 10 µM; IC50 in µM for titrated hits | actives 0.052% (n = 290,000);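 active = inhibition of at least 50% with at least 30 cells and total cytoplasm GFP at most 10,000,000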
ER stress rescue: protection against thapsigargin-triggered cell killing – 384-well, CSM14.1, ATP luminescence, primary screen (AID 1222) | 190,000 tested, under 10 active | one-dose cellular ATP content (survival), % at 20 µM; EC50 in µM for titrated hits | CSM14.1 thapsigargin-induced death rescue, ATP luminescence; higher % means a stronger effect;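 active = EC50 below 50 µM in the dose-response confirmation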;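 note: death triggered by thapsigargin at about 15 µM added after 2 h compound pretreatment; cell ATP read after overnight thapsigargin exposure of roughly 18 to 22 hours; normalized against plate controls of thapsigargin alone and 5% DMSO vehicle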
NS5 inhibitors: Dengue-2 NS5 methyltransferase inhibitors, primary screen, biochemical, confirmation dose response (AID 588689); actives 0.3% (n = 340,000); Dengue-2 NS5 methyltransferase capping enzyme assay, biochemical; higher % means a stronger effect; inhibition, % at 25 µM, or IC50 in µM where a hit was titrated; in the data active = a potency from the dose series
LYP phosphatase: PTPN22 lymphoid phosphatase activity blockers – biochemical, fluorescence intensity, uHTS (AID 1779). actives 0.054% (n = 290,000). inhibition, % at 11.5 µM, or IC50 in µM where a hit was titrated. recombinant LYP phosphatase, fluorescence intensity; higher % means a stronger effect; in the data active = inhibition above about 50%;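 note: plate controls were vehicle with enzyme for no effect and no enzyme for full effect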
RSV CPE inhibition: RSV antiviral activity via CPE protection, HEp-2 cells, primary 10 µM value included (AID 2391). HEp-2 cells, RSV-induced CPE inhibition; higher % means a stronger effect. CPE inhibition, % at 10 µM; hits with a dose series show IC50 in µM. actives 0.13% (n = 310,000); in the data active = a potency from the dose series; note: strong numbers were not always called active
Rac1 GTP hydrolysis: MgcRacGAP GTPase-activating activity inhibitors, confirmation, biochemical, ADP Hunter fluorescence. MgcRacGAP-stimulated Rac1 GTP hydrolysis, ADP Hunter fluorescence; higher % means a stronger effect; GST-tagged Rac1 F28L mutant substrate. inhibition, % at 30 µM; hits with a dose series show IC50 in µM. actives 0.6% (n = 340,000). AID 624330;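 active = first-screen hits whose inhibition reached a set limit at any dose in the follow-up dose series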;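 note: fluorescence reports GDP produced by GAP-driven GTP hydrolysis; strong numbers were not always called active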
Active calls of the source: *; . = no result given. Outcome played no part in choosing rows; about 1.5% have a hit in one of these screens.

SMILES	West Nile virus CPE	Large T inhibition	Salmonella PhoP GFP	GPR35 antagonists	ER stress rescue	NS5 inhibitors	LYP phosphatase	RSV CPE inhibition	Rac1 GTP hydrolysis
COc1cc(S(=O)(=O)NCc2ccc3c(c2)OCO3)c(OC)cc1C	-0.7%	7.3%	-7.1%	0.1%	.	.	-3.7%	0.2%	12.7%
CS(=O)(=O)N1CCC(Oc2cccc(C(=O)NCCCC3CCCC3)c2)CC1	0.4%	5.8%	-0.7%	-7.8%	.	-8.4%	0.2%	5.6%	5.4%
COc1cc(C(=O)N2CCN(C(=O)C(Cc3cc(C)ccc3C)NC(C)=O)CC2)cc(OC)c1OC (stereo not drawn)	1.0%	7.4%	-8.3%	-9.9%	-1.4%	-1.6%	-6.8%	0.3%	0.5%
C=CCN1C(=O)/C(=C/c2ccccc2)S/C1=N/c1nccs1	0.2%	7.1%	-7.0%	-15.8%	-2.8%	-7.0%	-2.0%	0.2%	1.1%
CCN(CC)C(=O)c1ccc2c(=O)n(Cc3ccc4c(c3)OCO4)c(=S)[nH]c2c1	-0.6%	8.4%	.	1.0%	.	-4.5%	-0.1%	0.6%	-5.4%
CCOc1ccc(C(=O)NCC2CCCN2S(=O)(=O)c2cccs2)cc1 (stereo not drawn)	.	4.5%	-6.5%	.	.	5.1%	.	-2.1%	2.8%
Cc1ccc(NCc2nnc3n2CCCCC3)c(C)c1	0.0%	10.6%	-12.6%	1.5%	0.6%	4.5%	-6.8%	1.5%	9.9%
CSc1nc(-c2ccc(C)cc2)nc(C(Cl)Cl)n1	.	-2.2%	-5.4%	9.5%	-4.0%	-0.8%	-4.2%	0.1%	-1.3%
Cc1nnsc1C(=O)NC(C)C12CC3CC(CC(C3)C1)C2 (stereo not drawn)	-0.6%	8.5%	-6.2%	4.3%	-0.5%	-6.2%	1.1%	1.4%	-2.8%
N/C(=N/OC(=O)c1ccc(Cl)cc1)c1ncc([N+](=O)[O-])s1	1.4%	11.3%	-12.2%	9.0%	.	.	-4.1%	2.9%	.
O=C(NNC(=O)c1ccccc1Cl)c1cccnc1	0.3%	-3.8%	3.0%	-2.5%	.	-2.5%	-5.6%	0.4%	5.9%
CCn1nc(C)c(CNC(=O)CCc2nnc(Cc3c[nH]c4ccccc34)o2)c1C	-0.1%	-4.0%	-7.8%	-9.9%	-1.7%	-5.6%	-8.8%	1.4%	2.7%
CCOC(=O)CCc1c(C)c2ccc(OC3CCCCC3=O)c(C)c2oc1=O (stereo not drawn)	-0.2%	2.5%	2.1%	-2.4%	.	-9.9%	-5.0%	1.4%	8.3%
CC1CCN(C(=O)CSc2nc(N)cc(N)n2)CC1	0.1%	22.5%	-1.1%	4.8%	-2.0%	-1.8%	-5.3%	1.3%	3.2%
Cc1nn(-c2ccccc2)c2c1C(c1c(C)[nH]c(C#N)c1C)C(C#N)=C(N)O2 (stereo not drawn)	-0.4%	18.8%	1.1%	-4.9%	-2.7%	-2.4%	-11.0%	0.7%	12.5%
Cc1cc(NC(=O)C(C)Oc2ccc(C(C)(C)C)cc2)no1 (stereo not drawn)	0.0%	9.7%	-3.8%	18.2%	.	-9.3%	-8.9%	1.9%	3.7%
CCOC(=O)C1=C(O)C(=O)N(Cc2ccc(C(C)(C)C)cc2)CC1	-0.1%	11.3%	7.8%	5.6%	-0.6%	-0.9%	-6.0%	3.1%	4.3%
O=C(/C=C/c1ccccc1)N1c2ccccc2Sc2ccc(C(F)(F)F)cc21	-1.0%	-0.8%	22.6%	10.2%	-0.9%	1.4%	-2.3%	10.2%	-4.7%
COC(=O)C1=C(CN2CCc3ccccc32)NC(=O)NC1c1cc(C)ccc1C (stereo not drawn)	.	8.1%	10.8%	18.2%	-2.5%	-1.4%	3.1%	1.9%	10.4%
O=C(Nc1ccccc1)c1nccn1Cc1ccc(F)cc1	-0.7%	2.6%	1.8%	-0.6%	.	0.9%	4.1%	2.2%	-1.6%
NC(Cc1c[nH]c2ccccc12)C(=O)NCc1ccccc1 (stereo not drawn)	-0.5%	4.4%	7.0%	-22.5%	.	12.3%	-6.8%	1.1%	12.7%
CC(=O)NCC1CCCN(Cc2cn(-c3ccccc3F)nc2-c2cc(C)sc2C)C1 (stereo not drawn)	-0.1%	.	.	9.3%	-0.9%	2.9%	-4.3%	-1.3%	5.0%
COc1ccc(NC(=O)c2nc[nH]c2C(=O)N[C@@H](C)c2ccccc2)cc1	-0.7%	19.3%	-1.4%	-2.2%	.	-5.6%	2.9%	6.2%	4.9%
CCOC(=O)c1c(NC(=O)CCS(=O)(=O)c2ccccc2)sc2c1CC(C)(C)NC2(C)C	2.1%	7.2%	4.2%	7.1%	.	-7.1%	9.4%	1.2%	9.8%

Laid out differently: results already given.
SMILES | West Nile virus CPE | Large T inhibition | Salmonella PhoP GFP | GPR35 antagonists | ER stress rescue | NS5 inhibitors | LYP phosphatase | RSV CPE inhibition | Rac1 GTP hydrolysis
COc1ccc(NC(=O)c2nc[nH]c2C(=O)N[C@@H](C)c2ccccc2)cc1 | -0.7% | 19.3% | -1.4% | -2.2% | . | -5.6% | 2.9% | 6.2% | 4.9%
Cc1nn(-c2ccccc2)c2c1C(c1c(C)[nH]c(C#N)c1C)C(C#N)=C(N)O2 (stereo not drawn) | -0.4% | 18.8% | 1.1% | -4.9% | -2.7% | -2.4% | -11.0% | 0.7% | 12.5%
O=C(/C=C/c1ccccc1)N1c2ccccc2Sc2ccc(C(F)(F)F)cc21 | -1.0% | -0.8% | 22.6% | 10.2% | -0.9% | 1.4% | -2.3% | 10.2% | -4.7%
CCOC(=O)C1=C(O)C(=O)N(Cc2ccc(C(C)(C)C)cc2)CC1 | -0.1% | 11.3% | 7.8% | 5.6% | -0.6% | -0.9% | -6.0% | 3.1% | 4.3%

More compounds follow:
SMILES	West Nile virus CPE	Large T inhibition	Salmonella PhoP GFP	GPR35 antagonists	ER stress rescue	NS5 inhibitors	LYP phosphatase	RSV CPE inhibition	Rac1 GTP hydrolysis
COc1ccccc1-c1noc(-c2cc(OC)c(OC)c(OC)c2)n1	0.5%	-0.1%	19.7%	4.0%	-0.5%	-12.1%	-2.1%	1.6%	8.0%
NC(N)=Nc1nc(-c2ccccc2)c2cc(Cl)ccc2n1	-2.2%	13.2%	9.2%	4.4%	.	-5.9%	-10.4%	-3.6%	10.3%
O=c1[nH]c(N2CCN(Cc3ccc4c(c3)OCO4)CC2)nc2c1CCCC2	-1.3%	4.8%	-3.5%	7.2%	-0.8%	10.7%	-8.2%	-1.4%	3.0%
Cc1ccc(S(=O)(=O)n2cnc3ccccc32)c(C)c1	0.0%	28.3%	-10.4%	-20.5%	-2.3%	-15.5%	-6.7%	0.5%	1.9%
CCNC(=O)CCSc1nnc(-c2ccco2)o1	0.1%	2.9%	3.0%	4.7%	3.7%	-1.3%	-6.6%	1.8%	-20.8%
CCN(CC)c1ccc(C(=O)Nn2cnc3ccccc3c2=O)cc1	-0.4%	18.0%	3.7%	-9.9%	.	-9.1%	-2.5%	5.0%	6.4%
O=C(C1COc2ccccc2O1)N1CCN(c2nc3c(F)cc(F)cc3s2)CC1 (stereo not drawn)	.	16.2%	-3.1%	.	.	-3.0%	.	9.4%	1.6%
Cc1cc(/C=N/NC(=O)c2cc3ccccc3o2)c(C)n1C	1.1%	11.7%	-13.3%	-9.0%	.	-7.1%	-1.8%	6.3%	10.7%
O=C(Nc1scc(-c2ccccc2)c1C(=O)O)c1ccccc1Cl	-0.2%	3.8%	0.7%	4.6%	.	3.3%	-6.8%	6.7%	.
COc1ccc(-c2csc3nc(C)n(-n4cccc4)c(=O)c23)cc1OC	-0.5%	0.6%	-3.6%	1.9%	1.1%	2.1%	-5.4%	5.5%	2.6%
COc1ccc(C(C(=O)NC(C)(C)C)N(Cc2cccs2)C(=O)CCC(=O)Nc2cc(C)on2)cc1 (stereo not drawn)	-0.3%	8.1%	-6.3%	7.7%	-1.1%	0.0%	-10.2%	2.4%	5.0%
C[C@@H](NC(=O)[C@@H]1Cc2ccccc2CN1)C(=O)Nc1ccc2c(c1)OCO2	-0.3%	.	.	-2.9%	.	1.4%	-15.5%	-0.5%	3.6%
CCc1ccc(N(CC(=O)NCc2ccc(F)cc2)C(=O)c2csnn2)cc1	-1.8%	9.6%	3.9%	5.0%	-1.1%	-7.0%	-7.7%	-2.4%	5.1%
Cc1nc(N2CCOCC2)nc2c1CCC2	0.4%	10.9%	2.1%	-4.0%	.	-13.7%	-9.2%	0.5%	1.4%
CCC1Oc2ccccc2N(CC(=O)NCCc2ccc(OC)c(OC)c2)C1=O (stereo not drawn)	-0.5%	-43.7%	1.2%	-0.7%	-2.4%	-3.3%	-4.9%	0.5%	10.7%
Cc1ccc(C)c(NC(=O)c2cc(S(=O)(=O)N3CCOCC3)cn2C)c1	-0.1%	16.0%	.	-8.2%	.	-3.5%	-10.9%	0.8%	4.7%
O=C(c1ccco1)N1CCN(C(=S)Nc2cc(F)cc(F)c2)CC1	0.2%	2.3%	4.5%	-3.0%	.	3.2%	-7.6%	0.2%	5.8%
Cc1nn(CC(=O)Nc2ccccc2)c(=O)c2ccccc12	-0.1%	8.1%	5.3%	-19.2%	-1.7%	-6.4%	-1.0%	1.4%	4.2%
Cc1ccc(-c2csc3nnc(SCC(=O)NCc4ccco4)n23)cc1	0.7%	6.7%	-2.6%	3.3%	-1.0%	-3.2%	-9.0%	0.6%	6.0%
CC(C)(C)OC(=O)NCCCC[C@H](NC(=O)c1[nH]cnc1C(=O)N[C@@H](Cc1ccccc1)C(=O)OC(C)(C)C)C(=O)OC(C)(C)C	0.7%	18.6%	-2.3%	-7.2%	.	-5.6%	11.4%	1.0%	2.7%
O=C(NN=C1C2CC3CC(C2)CC1C3)c1cccc(S(=O)(=O)N2CCOCC2)c1	0.7%	9.7%	-0.1%	5.9%	-2.1%	1.5%	-10.4%	0.9%	0.0%
COC(=O)c1ccccc1NC(=O)CSc1ccccc1	-0.3%	9.4%	7.7%	-11.2%	-2.6%	5.6%	-13.5%	2.2%	10.3%
COc1cccc(CC2(CO)CCCN(Cc3cn[nH]c3-c3ccccc3)C2)c1 (stereo not drawn)	-1.1%	11.7%	-11.4%	-11.0%	-0.2%	-2.7%	-1.9%	1.2%	12.3%
CCCCC(=O)Nc1nnnn1CCC	0.3%	2.2%	-3.8%	-5.8%	-0.1%	-3.5%	-4.9%	-0.2%	7.9%
COc1cc(C(=O)Nc2ccc(N(C)C)cc2)c([N+](=O)[O-])cc1OC	0.5%	8.2%	7.7%	-5.1%	0.3%	0.0%	-3.5%	0.8%	19.1%
COc1ccc(CCNC(=O)C(C)OC(=O)c2ccco2)cc1OC (stereo not drawn)	0.4%	9.9%	9.4%	-6.0%	-1.4%	2.2%	-3.5%	-0.3%	4.8%
O=C(Cc1cccs1)Nc1ccc(-c2nnc(-c3ccco3)o2)cc1	0.1%	9.9%	-6.4%	6.7%	-2.0%	-10.7%	-9.9%	0.3%	1.1%
Cc1ccc(NC(=O)NNC(=O)c2ccc3c(c2)NC(=O)C(C)(C)O3)cc1	0.3%	8.3%	3.8%	3.5%	.	-10.3%	0.9%	1.0%	-2.5%
COc1cc(C(=O)N/N=C/c2cn(Cc3ccccc3)c3ccccc23)ccc1O	-0.3%	34.8%	14.7%	-1.7%	.	-1.9%	-2.3%	-0.4%	90.1µM*
